Source: PubChem (several laboratories)
Mtb UGM inh: Mtb UDP-galactopyranose mutase inhibition | P9WIQ1 | purified UGM, fluorescence polarization probe displacement | inhibition, % at 10 µM | 0.06% of 320,000 active | AID 504406; in the data active means inhibition above about 10%, passing the limit was not always enough; inconclusive means no clear call, values can overlap the other calls
Target sequence (P9WIQ1 whole entry, looked up): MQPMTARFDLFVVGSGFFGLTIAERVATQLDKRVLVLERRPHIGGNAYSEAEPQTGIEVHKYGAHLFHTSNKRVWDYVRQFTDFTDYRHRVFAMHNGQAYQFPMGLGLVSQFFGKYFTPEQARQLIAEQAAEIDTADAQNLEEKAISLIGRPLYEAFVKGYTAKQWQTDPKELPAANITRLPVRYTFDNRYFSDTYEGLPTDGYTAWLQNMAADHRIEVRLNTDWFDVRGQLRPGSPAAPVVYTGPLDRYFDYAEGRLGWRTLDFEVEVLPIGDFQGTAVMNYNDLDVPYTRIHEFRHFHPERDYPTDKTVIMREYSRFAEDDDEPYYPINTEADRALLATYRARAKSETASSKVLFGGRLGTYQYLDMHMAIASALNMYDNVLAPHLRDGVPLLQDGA
Rv3671c protease: inhibitors of M. tuberculosis serine protease Rv3671c. AID 2606. P9WHR9. 0.048% of 320,000 active. inhibition, % at 5.96 µM; in the data active means inhibition above about 38%;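 further: extracellular domain of Rv3671c used as enzyme; 0% = enzyme with DMSO and 100% = no enzyme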
MazF activator: MazEF (E. coli) toxin RNase activation; activation, % at 20 µM; FAM/BHQ RNA-DNA oligo cleavage fluorescence, 5 h; 0.32% of 350,000 active; AID 504720; in the data active means activation above about 50%
Target sequence (P0AE70 whole entry, looked up): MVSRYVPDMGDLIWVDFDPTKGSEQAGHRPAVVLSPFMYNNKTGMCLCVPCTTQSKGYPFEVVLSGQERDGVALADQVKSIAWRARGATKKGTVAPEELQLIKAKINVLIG
CCHFV vOTU inh: blocks the CCHF virus ovarian tumor domain protease; CCHFV vOTU protease, Pep-AMC fluorescence; AID 651958; inhibition, % at 11.5 µM; 0.55% of 370,000 active; further: 0% = vehicle wells with enzyme and 100% = no enzyme wells
BoNT-F LC inh: BoNT F light chain protease inhibition; Multiplex microsphere protease cleavage assay, flow cytometry; inhibition, % at 10 µM; 0.22% of 360,000 active; AID 588497; in the data active means inhibition above about 35%, passing the limit was not always enough; inconclusive means no clear call, values can overlap the other calls; further: plate controls were buffer without enzyme for full effect and enzyme alone for no effect
FBA Mtb inh: inhibitors of M. tuberculosis fructose-bisphosphate aldolase; inhibition, % at 1 µM; purified M. tuberculosis FBA, fluorescence read-out; 2.3% of 360,000 active; in the data active means inhibition above about 27%;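 further: 0% = vehicle and 100% = reference inhibitor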
Target sequence (P9WQA3 whole entry, looked up): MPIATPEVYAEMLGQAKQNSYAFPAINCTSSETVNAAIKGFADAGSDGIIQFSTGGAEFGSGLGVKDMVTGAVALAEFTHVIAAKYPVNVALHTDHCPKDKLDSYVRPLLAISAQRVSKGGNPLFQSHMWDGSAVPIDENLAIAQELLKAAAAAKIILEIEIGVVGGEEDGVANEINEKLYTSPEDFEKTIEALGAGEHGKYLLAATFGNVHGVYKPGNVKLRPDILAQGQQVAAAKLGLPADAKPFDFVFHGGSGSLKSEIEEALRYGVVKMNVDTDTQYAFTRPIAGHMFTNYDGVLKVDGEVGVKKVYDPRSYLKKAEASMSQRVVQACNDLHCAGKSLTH
DUSP3 inh: DUSP3 (human) phosphatase inhibition; P51452; recombinant VHR phosphatase, pNPP absorbance; inhibition, % at 13.3 µM; 0.52% of 290,000 active; in the data active means inhibition above about 50%; further: some compounds called inactive have numbers as strong as hits
Target sequence (P51452 whole entry, looked up): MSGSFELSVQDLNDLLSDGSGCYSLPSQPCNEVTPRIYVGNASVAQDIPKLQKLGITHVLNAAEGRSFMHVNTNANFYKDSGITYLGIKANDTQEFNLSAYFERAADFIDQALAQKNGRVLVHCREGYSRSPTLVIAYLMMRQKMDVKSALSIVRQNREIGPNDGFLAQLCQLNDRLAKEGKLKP
FadD28 FP inh: inhibitors of Mycobacterium tuberculosis FadD28 bisubstrate binding; inhibition, % at 12.5 µM; FadD28 bisubstrate probe binding, fluorescence polarization; 0.22% of 360,000 active; in the data active means inhibition above about 8.5%, passing the limit was not always enough; inconclusive means no clear call, values can overlap the other calls
GDH-TPI inh: counter-screen for M. tuberculosis FBA inhibitors: GDH-TPI coupled enzymes. GDH-TPI coupled enzyme counterscreen, NADH absorbance. inhibition, % at 4.8 µM. 1.2% of 360,000 active. AID 588335;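 further: 0% = DMSO wells and 100% = wells lacking the enzyme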
BioA inh: blocks M. tuberculosis BioA enzyme activity | purified M. tuberculosis BioA enzyme, plate reader | inhibition, % at 9.99 µM | 0.096% of 360,000 active; in the data active means inhibition above about 40%; inconclusive means no clear call, values can overlap the other calls
Active calls of the source: *; u = inconclusive; x = not tested or not shown; + = active, no number. Unless noted, no stated cut-off is given here; in the data, active means inhibition above about 30%; inactive means the rest.

SMILES	Mtb UGM inh	Rv3671c protease	MazF activator	CCHFV vOTU inh	BoNT-F LC inh	FBA Mtb inh	DUSP3 inh	FadD28 FP inh	GDH-TPI inh	BioA inh
O=C(Nc1cccc([N+](=O)[O-])c1)c1cc(S(=O)(=O)N2CCOCC2)cs1	4.6	0	3	15	4	2	18	-4.3	-6	3.1
Cc1noc(C)c1CSCC(=O)Nc1cc(S(=O)(=O)N2CCCCC2)ccc1OC(C)C	-1.2	3	0	4	3	0	x	-3.3	1	x
Cc1c(CC(=O)NCC(=O)N[C@H](Cc2ccccc2)C(=O)O)c(=O)oc2cc(O)ccc12	0.3	2	-4	-288	1	x	20	-3.6	28	0.5
CCn1cc(C(=O)NN)c(=O)c2cc(F)c(N3CCN(C)CC3)cc21	3.4	-1	11	10	28	4	10	-1.4	10	0.9
O=C(N/N=C/C=C\c1ccccc1[N+](=O)[O-])c1ccccn1	-0.7	2	2	-1	-5	-1	3	-1.6	12	-0.1
Cc1cccc(-n2ccnc2SCC(=O)Nc2ccc3c(c2)OCCO3)c1	-0.6	2	7	1	-3	-1	-7	-1.6	8	x
O=C1CCC/C(=N\NC(=O)NC2CCCCC2)C1	-1.6	3	4	3	-5	4	9	-2.6	-5	x
CCN(CC)C(=O)C1CCCN(Cc2ccc(F)c(F)c2)C1 (configuration not stated)	0.7	-1	1	-16	0	5	10	-0.6	11	-2.5
O=C(c1ccc(F)cc1)c1cc2ccccc2o1	-0.2	2	8	-2	1	1	0	-1.8	7	-0.5
Cc1cc(C)n(-c2nnc(C)n2/N=C/c2ccccc2F)n1	0.6	-7	3	7	2	-2	20	0.2	-10	-1.5
C=CC(C)C(C(=O)c1ccccc1)N(C)C (configuration not stated)	2.9	3	-20	-11	-2	4	12	-2.0	-10	x
COC(=O)c1cccc(NC(=O)Nc2ccc(Cl)c(Cl)c2)c1	1.1	-258	6	10	2	2	14	-11	6	-2.1

The last two entries of the part before come first, to join the parts:
SMILES	Mtb UGM inh	Rv3671c protease	MazF activator	CCHFV vOTU inh	BoNT-F LC inh	FBA Mtb inh	DUSP3 inh	FadD28 FP inh	GDH-TPI inh	BioA inh
C=CC(C)C(C(=O)c1ccccc1)N(C)C (configuration not stated)	2.9	3	-20	-11	-2	4	12	-2.0	-10	x
COC(=O)c1cccc(NC(=O)Nc2ccc(Cl)c(Cl)c2)c1	1.1	-258	6	10	2	2	14	-11	6	-2.1
Cn1c(=O)cc(SCC(=O)NCc2ccc(F)cc2)c2ccccc21	-0.9	-4	9	0	-9	3	-11	-1.4	4	x
COc1ccccc1C1CC(c2ccc(F)cc2)Nc2ncnn21 (configuration not stated)	-0.8	5	-3	-4	-6	2	4	0.1	9	17
CCc1cc2c(NCC3CCCO3)ncnc2s1 (configuration not stated)	3.3	-6	-1	-17	-8	1	5	-4.4	-3	2.9
COc1ccc(S(=O)(=O)N2CCC(NC(=O)C3CCCCC3)CC2)cc1	1.3	-2	-2	8	16	0	13	-0.1	-2	-1.8
C=CCSc1nc2ccccc2c(=O)[nH]1	0.4	0	10	2	-6	1	13	-1.5	10	-0.1
O=C(N/C=C\c1ccccc1)NCc1ccc(Cl)cc1Cl	-2.3	-20	-3	7	-2	-2	-5	-2.0	3	-0.7
O=C(Nc1ccc(F)cc1)N1CCN(CCc2ccccc2)CC1	1.4	3	1	-11	-5	1	21	-0.9	7	x
COCCOC(=O)c1c(C)oc2ccc(OS(C)(=O)=O)cc12	-1.5	-1	3	1	-2	0	0	0.5	-5	x
CCOc1cc(/C=C2\C(=N)N3N=C(S(=O)(=O)CC)SC3=NC2=O)ccc1OC(=O)c1ccco1	-6.2	-2	29	5	0	-1	4	-2.2	8	0.0
CC(CNC(=O)COc1ccc2c(c1)OCO2)c1ccccc1 (configuration not stated)	-1.5	-3	-4	8	-8	0	x	-2.4	-4	1.9
CC(Nc1nc(N2CCN(S(C)(=O)=O)CC2)nc2ccccc12)c1ccccc1 (configuration not stated)	0.6	3	1	-21	15	24	13	-0.8	9	1.7
CC(C)(C)OC(=O)N1CC2Cc3[nH]c(=O)ccc3C(C2)C1 (configuration not stated)	-1.5	8	9	4	2	-1	-5	-2.1	4	x

Some of the entries above in another layout:
Every second line gives: Mtb UGM inh | Rv3671c protease | MazF activator | CCHFV vOTU inh | BoNT-F LC inh | FBA Mtb inh | DUSP3 inh | FadD28 FP inh | GDH-TPI inh | BioA inh
CCc1cc2c(NCC3CCCO3)ncnc2s1 (configuration not stated)
    3.3 | -6 | -1 | -17 | -8 | 1 | 5 | -4.4 | -3 | 2.9
C=CCSc1nc2ccccc2c(=O)[nH]1
    0.4 | 0 | 10 | 2 | -6 | 1 | 13 | -1.5 | 10 | -0.1

The list continues:
SMILES	Mtb UGM inh	Rv3671c protease	MazF activator	CCHFV vOTU inh	BoNT-F LC inh	FBA Mtb inh	DUSP3 inh	FadD28 FP inh	GDH-TPI inh	BioA inh
N#CCOC(=O)c1sccc1-n1cccc1	-1.2	15	4	3	u	2	15	-2.3	7	-1.2
COc1ccc(C2CC(c3cccs3)=NN2C(=O)CSC2=NN3CCCC(=O)N=C3S2)cc1 (configuration not stated)	1.8	-8	7	-1	1	-2	11	-1.5	-2	0.0
CCCCn1c(N)c(N(CCOC)C(=O)C(C)Oc2ccc(Cl)cc2)c(=O)[nH]c1=O (configuration not stated)	x	10	1	-5	14	3	x	-1.7	2	-0.9
CC(C)(C)CC(=O)Nc1cccc(-c2cn3cccnc3n2)c1	-2.4	-4	7	-183	-1	+	17	-2.5	7	x
CCOC(=O)c1ccccc1NC(=O)C1CC(=O)N(c2ccccc2)C1 (configuration not stated)	1.4	6	8	-5	3	1	23	0.2	1	-0.4
CCOC(=O)C1Oc2ccccc2C(C(=O)OC)=C1C(=O)OC (configuration not stated)	x	x	1	x	-13	3	x	0.7	7	0.0
Cc1cccc(NC(=O)COn2nnc3ccc(S(C)(=O)=O)cc32)c1	x	4	7	-2	0	2	23	-2.2	-5	-1.5
CCOc1cccc2cc(C(=O)Oc3ccc(OC)cc3)c(=O)oc12	2.1	2	9	5	u	0	6	-2.3	9	-0.6
CCOc1ccccc1N1CCN(C(=O)Nc2cccc(Cl)c2)CC1	2.3	-13	3	-18	10	1	6	-4.4	-10	x
COc1ccc(Nc2c3c(nc4ccccc24)CCC3)c(OC)c1	-1.6	-6	2	0	2	2	x	-0.7	17	2.0
COCCNc1ncnc2c1ncn2[C@H]1CN(Cc2cc(OC)c(OC)c(OC)c2)C[C@@H](CO)O1	x	x	x	6	1	4	x	-1.4	-1	0.7
CC1CC(C)CN(C2CCCCC2NS(=O)(=O)c2ccc(Cl)cc2)C1 (configuration not stated)	1.8	-3	-9	-6	-13	1	-7	-0.2	4	0.1
COC(=O)C1=C(c2ccc(OCc3ccccc3)cc2)C[C@@H]2CC[C@H]1N2C(=O)NCc1cccc(OC)c1	0.4	-20	0	6	-6	-1	x	-1.6	3	-3.3
Cc1ccc(S(=O)(=O)N2CCCCC2)cc1C(=O)OC(C)C(=O)NC1CCCCC1C (configuration not stated)	x	x	-1	-13	18	-1	x	-2.8	2	-0.1
CC(=O)c1cccc(-c2ccnc3c2CC(C(=O)NCC2CCOCC2)O3)c1 (configuration not stated)	x	x	x	-1	1	-3	x	-2.8	1	-0.3
Cc1ccc(C)c(OCCC(=O)OCC(=O)N2c3ccccc3NC(=O)C2(C)C)c1	-0.5	-11	1	22	2	-1	x	-5.6	-6	-0.3
Cc1cccc(-c2nc3c(c(SCC(=O)N4CCOCC4)n2)COC(C)(C)C3)c1	-2.4	-5	13	0	3	-5	60*	0.1	2	x
CC(=O)NC(C)Cc1ccccc1 (configuration not stated)	-2.4	0	-3	-7	-9	2	0	-2.3	-11	-1.0
CC12CCC(C(=O)Nc3c(Cl)cccc3Cl)(C(Br)C1=O)C2(C)C (configuration not stated)	0.1	1	4	-12	1	-2	-8	0.3	7	x
Cc1sc(NC(=O)/C=C/c2ccc(C(C)C)cc2)c(C#N)c1C	2.9	-5	-11	-2	4	1	-12	-0.8	21	-6.1
CCc1ccc(NC(=O)CSc2nnc(C3CC3)n2CC2CCCO2)cc1 (configuration not stated)	0.1	3	4	6	-5	0	1	x	-4	-1.0
CCOc1ccc(C(=O)NCCc2cnc[nH]2)cc1	-0.1	1	10	-11	50*	-2	10	0.3	-5	8.6
CCNc1nc(NC(C)C)nc(OCCOC(=O)c2ccccc2)n1	-0.3	2	3	-7	-2	5	22	-1.8	1	x
Cc1cc(C)cc(NS(=O)(=O)CCCS(=O)(=O)Nc2cc(C)cc(C)c2)c1	x	x	7	19	-4	-4	x	-5.4	4	-0.3

Two of these compounds, reformatted.
CCOc1ccc(C(=O)NCCc2cnc[nH]2)cc1
  Mtb UGM inh: -0.1
  Rv3671c protease: 1
  MazF activator: 10
  CCHFV vOTU inh: -11
  BoNT-F LC inh: 50*
  FBA Mtb inh: -2
  DUSP3 inh: 10
  FadD28 FP inh: 0.3
  GDH-TPI inh: -5
  BioA inh: 8.6
CCNc1nc(NC(C)C)nc(OCCOC(=O)c2ccccc2)n1
  Mtb UGM inh: -0.3
  Rv3671c protease: 2
  MazF activator: 3
  CCHFV vOTU inh: -7
  BoNT-F LC inh: -2
  FBA Mtb inh: 5
  DUSP3 inh: 22
  FadD28 FP inh: -1.8
  GDH-TPI inh: 1
  BioA inh: x

Next entries
SMILES	Mtb UGM inh	Rv3671c protease	MazF activator	CCHFV vOTU inh	BoNT-F LC inh	FBA Mtb inh	DUSP3 inh	FadD28 FP inh	GDH-TPI inh	BioA inh
CCOc1cc(S(=O)(=O)NCc2ccccn2)ccc1Cl	-1.5	-10	3	-8	-4	0	9	-1.2	7	-0.5
CCOP(=O)(OCC)c1nc(-c2ccc(Cl)cc2Cl)oc1N1CCCCC1	1.0	-8	4	5	-4	4	17	-1.8	7	x
C/C(Cc1ccccc1)=N\NC(=O)CNC(=O)c1cccc(F)c1	-0.3	6	-2	4	-1	0	-3	-0.4	2	4.1
Nc1ccccc1Sc1nc2ccccc2[nH]1	0.5	4	6	-1	-6	-2	16	-2.4	1	x
NC(=O)c1ccc(NC(=O)CCC(=O)N2CCN(S(=O)(=O)c3ccc(Cl)cc3)CC2)cc1	2.0	-7	9	-7	-12	2	-3	-2.7	10	x
CC[C@@]1(C(=O)OC)N[C@H](CN(C)C(=O)COC)[C@@H]2C(=O)N(C)C(=O)[C@@H]21	x	6	5	-6	-4	-1	x	-1.3	-5	-1.3
CC(C)NC(=O)c1cc(C2CCCCN2S(=O)(=O)c2ccc(F)cc2F)on1 (configuration not stated)	x	x	x	-4	1	-2	x	-2.0	5	0.1
O=C(CCC(=O)c1cccs1)Nc1ccccc1F	-2.7	-5	9	-1	-7	5	-12	-2.8	-1	-2.4
O=Cc1ccccc1-n1cccn1	-2.0	6	2	-5	1	-3	15	1.0	-2	x
Cc1csc(=O)n1CCC(=O)OCC(=O)Nc1ccc(F)c(F)c1F	-0.7	-1	-1	-12	-1	1	x	-0.3	3	1.0
CCCCN1C(=O)C(C)=C(C)C1OCCc1ccc(OC)c(OC)c1 (configuration not stated)	-1.3	1	1	-4	8	-2	14	-3.1	-3	0.2
Cc1ccc(C(=O)Nc2nc3ccc(S(C)(=O)=O)cc3s2)o1	-0.1	-6	6	6	-7	3	-5	-1.8	52*	0.1
Nc1ccc2[nH]c(=S)sc2c1	x	x	2	7	-1	0	x	-0.1	7	-0.6
Nc1ccncc1N	2.5	4	-25	0	-5	0	x	-0.5	0	-0.5
COc1ccc(N(CC(=O)NCc2ccc(F)cc2)S(=O)(=O)c2c(C)noc2C)cc1	-2.6	10	-2	-2	1	4	14	-0.8	14	-2.9
CN(C[C@H](Cc1ccccc1)N(C[C@H](Cc1ccccc1)N(CCC(C)(C)C)N=O)N=O)N=O	-0.3	2	-4	-3	11	3	7	-0.9	11	-2.6
CN(Cc1ccccc1)C(=O)CN1C(=O)NC2(CCCC2)C1=O	-1.1	-5	0	5	2	6	x	-2.0	15	-2.3
Cc1occc1C(=O)NNC(=O)Nc1ccc(F)cc1F	2.4	-8	1	-20	-2	-6	26	-4.1	-9	-0.9
Cc1cccc(OC(C)C(=O)N/N=C\c2ccncc2)c1 (configuration not stated)	-1.2	-5	0	-5	1	1	5	-0.4	-3	5.0
